Screening data deposited in PubChem BioAssay by The Scripps Research Institute Molecular Screening Center.
V1R ag counter = V1a receptor agonism, counter-screen for OXTR agonists; activation, % at 3 µM; 320,000 tested, 0.25% active; CHO-V1R cells, Fluo-8 calcium fluorescence, agonist mode; 0% DMSO, 100% 3 nM vasopressin; P37288;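 active means activation above the mean activation of all tested compounds plus 3 SD, per screening run, cut at about 20% in these data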;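 further: signal is peak over basal fluorescence ratio across a 100 second FLIPR read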
CHO-K1 Ca ag = counter-screen for M1 agonists: effect in parental CHO-K1 cells; 360,000 tested, 0.48% active; activation, % at 3 µM; Fluo-8 calcium fluorescence; scaled to maximal ATP response, vehicle zero; in the data active means activation above about 15%;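 further: untransfected CHO-K1 host cells lacking M1 receptor as counterscreen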
CHO-K1 Ca antag = nonselective inhibitor or artifact in parental CHO-K1 cells; ATP-induced calcium, Fluo-8 fluorescence; inhibition, % at 3 µM; 360,000 tested, 0.6% active; AID 602250;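 active means inhibition above a per-plate cutoff, the plate's mean sample inhibition plus 3 SD, cut at about 24% in these data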;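 further: 0% = DMSO plus EC80 ATP and 100% = DMSO alone without ATP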
OXTR potentiator = human OXTR potentiation. P30559. CHO-OTR cells, Fluo-8 calcium fluorescence, potentiator mode; 0% = oxytocin EC15, 100% = EC100. activation, % at 3 µM. 320,000 tested, 0.061% active. AID 2445;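 active means activation above that plate's cutoff, the mean activation of tested compounds plus 3 SD, cut at about 6.6% in these data, passing the limit was not always enough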;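 further: 100% uses oxytocin at 75 nM as the full agonist control; some results filed as inactive read as strong as hits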
Target sequence (P30559 whole entry, looked up): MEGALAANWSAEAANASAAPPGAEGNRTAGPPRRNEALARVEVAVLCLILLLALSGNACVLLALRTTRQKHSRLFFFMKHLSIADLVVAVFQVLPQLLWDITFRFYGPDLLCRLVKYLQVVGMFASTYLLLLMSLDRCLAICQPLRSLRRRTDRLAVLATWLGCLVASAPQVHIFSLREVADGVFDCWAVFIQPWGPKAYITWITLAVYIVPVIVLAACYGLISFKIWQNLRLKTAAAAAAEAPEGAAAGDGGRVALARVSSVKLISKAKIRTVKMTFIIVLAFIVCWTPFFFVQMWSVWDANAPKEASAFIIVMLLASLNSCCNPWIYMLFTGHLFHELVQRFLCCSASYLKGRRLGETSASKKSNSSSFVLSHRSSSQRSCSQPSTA
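test system = CHO-OTR cells, human receptor | compound = single-point 3.0 µM | schedule = 6 min compound pre-incubation at room temperature, 100 s kinetic read | signal = Fluo-8 no-wash calcium dye fluorescence, excitation 470-495 nm, emission 515-575 nm | repeats = single well per compound, singlicate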
OXTR agonist = agonists of human oxytocin receptor; CHO-OTR cells, Fluo-8 calcium fluorescence; normalized: DMSO 0%, oxytocin 100%; 320,000 tested, 0.32% active; AID 2435; activation, % at 3 µM;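 active means activation above the mean of all tested compounds plus 3 SD, cutoff set per screening run, cut at about 20% in these data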;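 further: peak over basal fluorescence ratio from a 100 s FLIPR kinetic read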
CHO-K1 Ca PAM = M1 PAM counterscreen hit in parental CHO-K1 cells; ATP EC20, Fluo-8 calcium fluorescence; 0% at ATP EC20, 100% at ATP max; activation, % at 3 µM; 360,000 tested, 0.02% active;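 active means activation above the run cutoff, the mean activation of all test compounds plus 3 SD, cut at about 40% in these data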;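 further: peak over basal fluorescence ratio in a 140 s read after ATP addition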
GPR7 antagonist = blocks human GPR7 receptor signaling; 290,000 tested, 1.1% active; inhibition, % at 4.4 µM; AID 1861; P48145; GPR7-expressing cells, fluorescence antagonist assay; in the data active means inhibition above about 16%, passing the limit was not always enough;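 further: cells stimulated with the agonist NPW; 0% = agonist with vehicle and 100% = vehicle without agonist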
Target sequence (P48145 whole entry, looked up): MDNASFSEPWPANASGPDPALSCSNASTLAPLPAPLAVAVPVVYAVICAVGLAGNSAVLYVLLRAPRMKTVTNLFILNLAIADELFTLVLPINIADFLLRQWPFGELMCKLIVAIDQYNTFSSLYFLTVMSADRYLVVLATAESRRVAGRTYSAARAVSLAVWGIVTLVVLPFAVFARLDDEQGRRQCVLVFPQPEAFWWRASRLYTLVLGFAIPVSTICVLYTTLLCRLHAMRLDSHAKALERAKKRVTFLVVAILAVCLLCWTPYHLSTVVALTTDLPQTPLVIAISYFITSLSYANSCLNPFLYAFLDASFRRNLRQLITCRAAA
TAAR1 antag = antagonists of human TAAR1; inhibition, % at 3 µM; CHO RD-HGA16 TAAR1, Fluo-8 calcium fluorescence, antagonist; Q96RJ0; 360,000 tested, 1.5% active;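 active means inhibition above a per-plate cutoff, the mean inhibition of test compounds on that plate plus 3 SD, cut at about 49% in these data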;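 further: 0% = DMSO plus EC80 beta-PEA response and 100% = DMSO alone without agonist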
Target sequence (Q96RJ0 whole entry, looked up): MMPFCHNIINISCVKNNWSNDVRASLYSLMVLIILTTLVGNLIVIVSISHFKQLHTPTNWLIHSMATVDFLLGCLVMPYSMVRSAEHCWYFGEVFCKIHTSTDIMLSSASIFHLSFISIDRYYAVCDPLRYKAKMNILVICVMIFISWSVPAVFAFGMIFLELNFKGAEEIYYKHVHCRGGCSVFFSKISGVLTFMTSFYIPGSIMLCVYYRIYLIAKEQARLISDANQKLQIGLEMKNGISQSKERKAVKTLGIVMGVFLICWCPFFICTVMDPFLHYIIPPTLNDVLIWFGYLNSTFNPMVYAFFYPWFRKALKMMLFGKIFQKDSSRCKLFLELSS
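Assay system: RD-HGA16 CHO cells with stable hTAAR1 and Gα16 / Reagent: EC80 β-phenethylamine stimulus / Doses: 3 µM, single point / Timing: dye loading 75 min at 37 °C, then 30 min room temperature / Measured by: Fluo-8 intracellular calcium dye fluorescence, real-time kinetic reads / Controls: vehicle wells and EC80 agonist wells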
CHO parental Ca = signal in parental CHO cells, OX1R antagonist counter-screen. 330,000 tested, 0.63% active. inhibition, % at 5.6 µM. parental CHO-K1, ATP-induced calcium, Fluo-8 fluorescence;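 active means inhibition above that plate's mean sample inhibition plus 3 SD, cut at about 26% in these data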;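 further: 0% = ATP-challenged DMSO wells and 100% = DMSO wells without ATP; some compounds past the cut are filed as inactive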
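Assay system: untransfected parental CHO cell line. Also added: ATP agonist challenge. Dosing: one dose, 5.6 µM nominal. Measured by: Fluo-8 fluorescence. Read-out: % inhibition. Benchmarks: ATP wells versus no-ATP DMSO wells. Repeats: no replicates.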
* = called active by the depositor; · = no result given.

SMILES | V1R ag counter | CHO-K1 Ca ag | CHO-K1 Ca antag | OXTR potentiator | OXTR agonist | CHO-K1 Ca PAM | GPR7 antagonist | TAAR1 antag | CHO parental Ca
CCC(C)[C@H](NC(=O)[C@@H]1Cc2c([nH]c3ccccc23)C2c3ccccc3C(=O)N21)C(=O)N1CCC[C@@H]1C(=O)O (stereo partly specified) | -0.1 | 3.0 | 0 | 1 | 0.2 | 18 | 2 | -23 | -12
Cc1oc(=O)c(NC(=O)c2ccccc2)cc1C(N)=O | 0.3 | 1.9 | -3 | -10 | 0.4 | 7 | 3 | 10 | -11
Cc1ccc(S(=O)(=O)N2CCCN(C)c3nc4ccccc4nc32)cc1 | 0.2 | 1.6 | -17 | -9 | -1.6 | -9 | · | 40 | -26
CS(=O)(=O)Nc1ccc(S(=O)(=O)N2CCCCCC2)cc1 | 1.4 | 1.9 | -12 | -2 | 1.4 | 24 | -3 | -5 | 6
Cc1ccc(-n2nc(C)c(NC(=O)CCl)c2C)cc1 | 0.6 | -0.2 | 1 | -2 | -2.1 | 9 | 3 | -7 | -10
CCN(CC)CCN(C(=O)c1ccc(C(=O)c2ccccc2)cc1)c1nc2c(OC)cccc2s1 | 1.7 | 0.8 | -2 | -2 | -0.3 | 5 | -4 | -1 | -27
CN(C)c1ccc(C2CC(=O)OC3=C2C(=O)CC(C)(C)C3)cc1 (stereo unspecified) | 0.1 | -0.2 | 7 | 0 | 0.3 | -5 | 0 | -7 | -4
O=C(CSc1nc(C2CCCCC2)n(-c2ccccc2)n1)NCCN1C(=O)CSC1=O | -0.2 | 4.2 | 6 | -5 | -2.5 | 20 | -2 | 18 | -13
CCC(C)n1nnc2c(=O)oc3ccccc3c21 (stereo unspecified) | 1.4 | 0.7 | -8 | -1 | 0.8 | 14 | 2 | · | -9
O=Cc1cn(CC(=O)N2CCCc3ccccc32)c2ccccc12 | 5.6 | 3.8 | -8 | -5 | 4.9 | 9 | 4 | 14 | -14
CN(C)C(CNC(=O)Nc1cccc(Cl)c1)c1cccnc1 (stereo unspecified) | 0.8 | 0.5 | 2 | -13 | 1.5 | 8 | -5 | 5 | -11
O=C(CN(Cc1ccccc1)S(=O)(=O)c1ccccc1)N/N=C/c1ccc([N+](=O)[O-])cc1 | 2.6 | 5.2 | -17 | -14 | 4.4 | 28 | -6 | -16 | -29
CC1(C)C(=O)Nc2ccccc2N1C(=O)COC(=O)c1cccnc1 | -0.4 | -0.3 | -13 | -6 | 1.0 | -11 | · | 10 | -9
COc1ccc(N(C)S(=O)(=O)c2cccc(C(=O)N3CCN(Cc4ccc5c(c4)OCO5)CC3)c2)cc1 | · | 3.0 | 12 | · | · | -9 | · | 25 | ·
CCOc1ccccc1OCCCC(=O)N1CCN(S(=O)(=O)c2ccc(C)cc2C)CC1 | 1.2 | 2.6 | -22 | -7 | -0.8 | -2 | · | 6 | -27
N/C(=N\OC(=O)CCC1CCCC1)c1ccccn1 | -0.2 | -0.7 | -2 | 6 | -1.4 | -4 | -10 | -20 | -7
C=CCNC(=O)C(C)Sc1ccc(Cl)cc1 (stereo unspecified) | -0.4 | -0.4 | -3 | -6 | -1.6 | 15 | 3 | 5 | -8
COc1ccc(C)cc1N(CC(=O)NCCN1CCOCC1)S(=O)(=O)c1ccccc1 | 0.0 | 1.0 | -8 | -2 | 0.1 | 0 | · | -14 | -11
CC(C)(C)NC(=O)COC(=O)CCC(=O)c1cccs1 | 0.4 | -0.6 | 22 | -6 | 0.9 | -22 | 0 | -9 | -2
CC(=O)c1cccc(NC(=O)COC(=O)[C@@H](NC(=O)OCc2ccccc2)C(C)C)c1 | 4.2 | 7.1 | 18 | -11 | 2.3 | 4 | -6 | 60* | -15
OCCC1CN(Cc2ccc(F)cc2Cl)CCN1CCc1ccccc1 (stereo unspecified) | 1.1 | 2.0 | -5 | -9 | 0.5 | 14 | -13 | -7 | -24
CCCc1nc2cc(Cl)c([N+](=O)[O-])cc2o1 | 4.8 | 4.8 | 4 | -13 | 1.2 | -3 | -13 | -3 | -2
Cc1nc(SCC#N)c2c3c(sc2n1)CCC3 | -1.5 | 0.0 | -13 | -10 | -2.3 | 25 | -3 | -12 | -13
Cc1ccc(C(=O)NCCCn2ccnc2)cc1C | 0.6 | 0.1 | 0 | 1 | 0.2 | -10 | · | -20 | -3
Cc1cc(Oc2ccc(C(C)(C)C)cc2)nc(N2CCOCC2)n1 | 0.5 | 0.7 | -16 | -8 | -0.8 | 19 | -1 | 39 | -7
CC(CNc1nc2ccccc2n2cnnc12)c1ccccc1 (stereo unspecified) | -2.1 | 1.3 | -20 | -7 | -1.8 | -5 | -6 | -6 | -11
O=C(NCCc1ccc(Cl)cc1)C1CCN(C(=O)c2sccc2-n2cccc2)CC1 | 3.3 | 3.1 | 5 | -19 | 0.1 | 1 | 9 | 20 | -23
O=C(Oc1ccc(-c2ccccc2)cc1)N1CCOCC1 | 5.1 | 1.8 | -6 | -8 | 6.6 | -1 | 0 | 4 | -11
CCOC(=O)C1=CN(Cc2cccc(Br)c2)S(=O)(=O)NC1C (stereo unspecified) | · | 0.6 | -9 | · | · | -13 | · | 8 | -19
O=[N+]([O-])c1ccc(CN2CCSCC2)cc1 | 0.0 | 0.4 | -19 | -2 | 0.6 | 17 | -14 | 4 | -2

A draw from above in order of length of the SMILES, low to high:
SMILES | V1R ag counter | CHO-K1 Ca ag | CHO-K1 Ca antag | OXTR potentiator | OXTR agonist | CHO-K1 Ca PAM | GPR7 antagonist | TAAR1 antag | CHO parental Ca
C=CCNC(=O)C(C)Sc1ccc(Cl)cc1 (stereo unspecified) | -0.4 | -0.4 | -3 | -6 | -1.6 | 15 | 3 | 5 | -8
CC(CNc1nc2ccccc2n2cnnc12)c1ccccc1 (stereo unspecified) | -2.1 | 1.3 | -20 | -7 | -1.8 | -5 | -6 | -6 | -11
CCCc1nc2cc(Cl)c([N+](=O)[O-])cc2o1 | 4.8 | 4.8 | 4 | -13 | 1.2 | -3 | -13 | -3 | -2

Additional structures:
SMILES | V1R ag counter | CHO-K1 Ca ag | CHO-K1 Ca antag | OXTR potentiator | OXTR agonist | CHO-K1 Ca PAM | GPR7 antagonist | TAAR1 antag | CHO parental Ca
CCN(CC)C(=O)CN(c1cccc(OC)c1)S(=O)(=O)c1ccc(C)cc1 | 1.0 | -0.1 | -2 | -15 | -1.4 | -11 | -9 | -4 | -11
COc1ccc(N=Nc2ccc(N)nc2N)cc1 | 0.3 | 0.0 | 4 | -5 | 0.0 | -15 | 4 | -16 | -5
COC(=O)c1sc2ccccc2c1-n1cccc1C(=O)C(=O)Nc1ccccc1 | 1.2 | 0.1 | -1 | 3 | -0.2 | 9 | 2 | -1 | -14
CC(=O)c1cccc(NC(=O)CN2CCc3cc4c(cc3C2)OCCCO4)c1 | 2.8 | 1.2 | -1 | 2 | 2.5 | 15 | -3 | 17 | -15
O=C(COC(=O)c1cccc(S(=O)(=O)NCc2ccccc2)c1)Nc1ccccc1OC(F)F | 1.6 | 1.9 | -5 | -17 | 1.2 | 12 | 3 | 44 | 2
NC(=O)COc1ccc(/C=N/NC(=O)C2CCCN2S(=O)(=O)c2ccc(Cl)cc2)cc1 (stereo unspecified) | -0.1 | 0.6 | 0 | -6 | 0.7 | 17 | 7 | 16 | -20
CCN(CC)CCC(=O)N1c2ccccc2Sc2ccc(NC(=O)OC)cc21 | · | 0.5 | -6 | · | · | 0 | 4 | 14 | ·
Oc1cccc(/C=N\Nc2nncc(-c3ccccc3)n2)c1 | -0.6 | 2.3 | 6 | -7 | -1.4 | 0 | 1 | 17 | -15
C/C=C/c1ccc(OCCCCOc2ccccc2C(C)=O)c(OC)c1 | 3.8 | 14 | -1 | -6 | 0.8 | 22 | -3 | 23 | -5
COc1cc(OC)c(S(=O)(=O)N2CCCCC2)cc1S(=O)(=O)N1CCCCC1 | 0.3 | 3.5 | 7 | -3 | 1.3 | 13 | 48* | 20 | -9
CC(C)N1C(=O)CCC1C(=O)NCCc1ccccc1 (stereo unspecified) | -0.6 | 6.6 | -4 | -3 | 0.1 | 20 | -10 | 2 | -1
O=C(NCCCCc1ccccc1)C1CC(c2ccccc2[N+](=O)[O-])=NO1 (stereo unspecified) | 0.1 | 2.2 | -4 | -10 | 1.6 | 10 | -9 | 2 | -22
CC(=O)Nc1ccc2nc(NC(=O)c3ccco3)sc2c1 | -0.6 | -0.2 | 11 | -5 | -0.3 | -12 | -5 | -10 | 13
COc1ccc(C2C(C#N)=C(N)Oc3cc(C)n(CCN4CCOCC4)c(=O)c32)cc1OC (stereo unspecified) | 1.1 | 0.1 | 8 | -3 | 0.3 | 18 | -8 | -8 | 0
Cc1ccc(S(=O)(=O)c2nnn3c2nc(N2CCOCC2)c2ccccc23)cc1 | 0.2 | -0.3 | 1 | -9 | 0.1 | -10 | -10 | -6 | -28
Cc1ccc(-c2nc3ccccc3s2)cc1S(=O)(=O)N1CCOCC1 | -0.5 | 0.1 | -7 | -2 | -1.8 | 13 | -4 | 4 | -4
Cc1cc(C(=O)NC(C)c2ccncc2)no1 (stereo unspecified) | 11 | -0.4 | 8 | -3 | 1.6 | -11 | -3 | · | -9
Cc1ccc(NC(=O)c2nsc(Cl)c2Cl)cc1 | -0.9 | 0.6 | -7 | -9 | -3.0 | 12 | 8 | 7 | 13
C=CCn1c(SCC(=O)c2[nH]c(C)c(C(=O)OCC)c2C)nc2scc(-c3ccc(OC)c(OC)c3)c2c1=O | -0.5 | 0.5 | -7 | -3 | 0.2 | 12 | -16 | -35 | -12
N#Cc1ccccc1OCC(=O)NNC(=O)CNC(=O)c1cccc(Br)c1 | 0.0 | 0.3 | 10 | 0 | 0.4 | -12 | · | -21 | -16
C[C@H]1CN([C@@H](C)CO)S(=O)(=O)c2ccc(Br)cc2O[C@H]1CN(C)C(=O)c1cccnc1 | · | 0.1 | -9 | · | · | -8 | · | 4 | ·
CC(Sc1nc2ccccc2s1)C(=O)c1c(N)n(C)c(=O)n(C)c1=O (stereo unspecified) | 6.8 | 0.7 | -10 | -12 | 13 | 10 | 5 | -2 | 4
CCc1nnc(NC(=O)CSc2nc(C3CCCCC3)nc3ccccc23)s1 | -1.6 | 0.2 | -8 | 1 | -1.6 | 15 | -2 | -44 | -29
CNS(=O)(=O)c1cccc(C(=O)OCC(=O)c2ccc[nH]2)c1 | 0.4 | 3.2 | -10 | -10 | 1.1 | 20 | · | 13 | 5
C[C@H]1CN([C@@H](C)CO)C(=O)c2cccc(NS(=O)(=O)c3ccc(Cl)cc3)c2O[C@@H]1CN(C)CC1CCCCC1 | -0.2 | 0.4 | -18 | 4 | 0.4 | 29 | · | 12 | -8
CC(C)C1Oc2ccccc2N(CC(=O)N(Cc2ccccn2)CC2CCCO2)C1=O (stereo unspecified) | -0.2 | 0.3 | -10 | -4 | -1.2 | 6 | -9 | 0 | -8
